From PubChem
CHOP inh: blocks CHOP induction under ER stress; actives 3.8% (n = 220,000); inhibition, % at 10 µM; CHO-K1 CHOP-promoter luciferase, tunicamycin-induced, 15-18 h;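 active = compounds that reduced the stress-induced luciferase reporter signal by more than about 70% of percent inhibition, limit read from the data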;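 also: 0% = tunicamycin plus vehicle and 100% = wells without tunicamycin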
NPY1 pot ag: potentiates or activates human NPY-Y1 receptor; P25929; NPY-Y1 expressing cells, potentiator/agonist activation; activation, % at 3.6 µM; actives 0.37% (n = 220,000); AID 1304; in the data active = activation above about 33%, passing the limit was not always enough;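 also: cells stimulated with NPY at EC10 then isoproterenol at EC100; 0% = low agonist plus stimulus and 100% = saturating agonist plus stimulus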
Ba/F3 V617F tox: lowers viability of Ba/F3 cells expressing EpoR and JAK2V617F; ATP luminescence; inhibition, % at 5.6 µM; actives 1.1% (n = 220,000);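 active = inhibition above the campaign mean plus 3 SD over all tested compounds, cut at about 24% in these data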;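 also: cytokine-independent growth of Ba/F3 cells driven by EpoR plus mutant JAK2; 0% = DMSO-treated cells and 100% = JAK inhibitor I control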
p47phox inh: blocks human p47phox regulatory protein of NADPH oxidases; p47phox/p22phox peptide binding, fluorescence polarization, 2 h; actives 0.53% (n = 220,000); inhibition, % at 24.7 µM;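 active = inhibition above about 30%, limit read from the data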;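 also: 0% = p47phox with labelled peptide and 100% = labelled peptide alone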
S1P4 antagonist: antagonists of human S1P4 receptor | S1P4-expressing cells, antagonist mode, reporter read-out | inhibition, % at 4.98 µM | actives 0.26% (n = 220,000) | AID 1510; in the data active = inhibition above about 29%;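 also: 0% = wells stimulated with agonist and 100% = vehicle wells without agonist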
Target sequence (O95977 whole entry, looked up): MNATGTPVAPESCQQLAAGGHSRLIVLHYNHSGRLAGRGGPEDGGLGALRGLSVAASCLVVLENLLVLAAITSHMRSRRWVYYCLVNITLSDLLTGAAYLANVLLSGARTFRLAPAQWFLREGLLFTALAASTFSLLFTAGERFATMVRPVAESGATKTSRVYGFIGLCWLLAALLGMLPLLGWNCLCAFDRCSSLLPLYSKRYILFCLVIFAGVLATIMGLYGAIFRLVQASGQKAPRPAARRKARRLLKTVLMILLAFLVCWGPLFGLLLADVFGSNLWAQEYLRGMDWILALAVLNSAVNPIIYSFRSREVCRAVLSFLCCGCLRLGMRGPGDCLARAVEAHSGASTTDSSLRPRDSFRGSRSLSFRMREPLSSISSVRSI
S1P4 agonist: agonists of human S1P4 receptor | O95977 | S1P4-expressing cell line, agonist reporter assay | activation, % at 4.98 µM | actives 0.35% (n = 220,000); in the data active = activation above about 11%;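 also: 0% = DMSO vehicle and 100% = reference agonist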
NPY2 pot ag: potentiates or activates human NPY-Y2 receptor | P49146 | cells expressing NPY-Y2, potentiator/agonist read-out | activation, % at 3.6 µM | actives 0.45% (n = 220,000) | AID 1359; in the data active = activation above about 27%;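 also: cells stimulated with NPY near EC25 plus isoproterenol at EC100; 0% = vehicle plus submaximal agonist and 100% = vehicle plus saturating agonist; some results beyond the cut were filed as inactive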
Target sequence (P49146 whole entry, looked up): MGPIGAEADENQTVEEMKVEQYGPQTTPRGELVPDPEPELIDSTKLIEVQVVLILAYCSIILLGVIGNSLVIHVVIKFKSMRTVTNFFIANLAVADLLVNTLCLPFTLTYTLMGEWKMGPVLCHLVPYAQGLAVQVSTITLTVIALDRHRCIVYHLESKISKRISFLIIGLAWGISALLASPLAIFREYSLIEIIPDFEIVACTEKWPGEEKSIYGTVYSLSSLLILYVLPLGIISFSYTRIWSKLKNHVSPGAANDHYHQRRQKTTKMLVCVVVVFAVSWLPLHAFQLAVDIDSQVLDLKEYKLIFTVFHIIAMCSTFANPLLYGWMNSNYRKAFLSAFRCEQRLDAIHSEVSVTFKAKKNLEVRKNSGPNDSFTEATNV
NPY Y1 blocker: blocks the human neuropeptide Y Y1 receptor | HEK293-CNG Y1 cells, membrane potential fluorescence; NPY at EC95, then isoproterenol | inhibition, % at 3.6 µM | actives 1% (n = 200,000);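 active = inhibition above the campaign mean inhibition of all tested compounds plus 3 SD, cut at about 20% in these data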;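 also: 0% = DMSO wells given NPY plus isoproterenol and 100% = isoproterenol alone without NPY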
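Assay system: HEK293 cells with Y1 receptor plus CNG channel | Probe or stimulus: NPY (25 nM), isoproterenol (1 µM), Ro 20-1724 (25 µM) | Timing: Compound incubation 1 h at room temperature, readout 45 min post-stimulation | Measured by: Membrane-potential fluorescent dye readout | Benchmarks: High control isoproterenol alone, low control NPY with isoproterenol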
BaF3 parental: counter-screen for JAK2V617F inhibitors: parental Ba/F3 viability inhibitors | AID 1486 | CellTiter-Glo ATP luminescence | actives 1.1% (n = 220,000) | inhibition, % at 5.6 µM;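 active = inhibition above a per-campaign cutoff, the mean inhibition of all tested compounds plus 3 SD, cut at about 27% in these data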;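 also: 0% = DMSO wells and 100% = JAK Inhibitor I control wells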
The depositor's hits bear a star; . = not tested or not shown.

SMILES	CHOP inh	NPY1 pot ag	Ba/F3 V617F tox	p47phox inh	S1P4 antagonist	S1P4 agonist	NPY2 pot ag	NPY Y1 blocker	BaF3 parental
O=C(c1nc2ccccn2c1CN1CCN(c2ccccc2O)CC1)N1CCCC1	13	3	0	15	2	3.1	19	-2	6
Cc1cccc(C(=O)NC(=S)NNC(=O)c2cccs2)c1	52	4	0	1	-1	0.4	-2	-3	3
Cc1nc2ccccc2c(=O)n1Nc1cccc(Cl)c1	2	-1	2	4	-12	0.4	6	8	7
Cc1cc(=O)oc2c1ccc1oc(/C(=N/O)c3ccccc3)c(C)c12	68	-42	-2	3	-12	-2.2	-12	3	4
CC(C)(C)C(=O)N=C1SC2CS(=O)(=O)CC2N1c1ccc2c(c1)OCO2 (stereo not given)	-22	4	2	-10	-9	-2.8	12	-2	4
O=S1(=O)C=CC(N2CCOCC2)C1 (stereo not given)	4	4	-4	-6	-2	-1.9	2	2	2
O=C1C(Cc2ccccc2O)NC(=S)N1c1ccccc1 (stereo not given)	-18	-9	2	-10	1	0.5	-1	.	-2
CCOC(=O)c1cc(-c2ccc(OC)cc2)n[nH]1	-23	23	-4	-13	-4	0.9	-11	.	3
Cc1cccc(OCC(=O)Nc2sc3c(c2C#N)CCC3)c1	-62	-36	-5	-17	-11	-1.7	-29	7	0
COc1ccc(C2(CNC(=O)c3ccc(C)cc3)CCOCC2)cc1	-5	25	-1	4	-2	0.4	5	0	6
COC(=O)c1c(N)n(CCCN2CCOCC2)c2nc3ccccc3nc12	-16	5	-2	-3	-9	-1.1	6	-3	2
Cn1c(SCC(=O)Nc2ccccc2)nc(O)cc1=O	-7	1	-2	-16	-22	-1.6	-19	-1	4
Cc1nnc(SC2CC(=O)N(c3ccccc3)C2=O)s1 (stereo not given)	18	10	-3	-4	-5	0.2	-15	-1	5
Nc1nc(SCC(=O)Nc2ccc(Cl)c(S(=O)(=O)N3CCOCC3)c2)n[nH]1	5	6	-4	5	-2	-0.9	7	.	0
COc1ccc(/C=C/C(=O)c2ccc(OC)cc2OC)cc1	-7	-8	-4	1	1	-0.6	-21	6	0
CCc1ccccc1NC(=O)CN(C)C(=O)Cn1ncc(Cl)c(Cl)c1=O	-110	27	3	-26	38*	1.8	7	-4	3
Cc1nc(C)c(C)nc1C	9	6	1	3	-4	1.7	8	5	-7
Cc1nc2n(n1)CC(O)CS2 (stereo not given)	21	-8	2	-3	7	2.0	-4	4	2
O=C(NC1CCCCC1)N1CCCC(c2nc3ccccc3[nH]2)C1 (stereo not given)	19	0	0	-7	-13	1.5	-1	4	8
O=C(NC(NC(=S)Nc1c(Cl)cccc1Cl)C(Cl)(Cl)Cl)c1cccc([N+](=O)[O-])c1 (stereo not given)	4	15	-2	-1	-5	-1.7	-3	-2	11

Quoted at random: five records from the list
SMILES	CHOP inh	NPY1 pot ag	Ba/F3 V617F tox	p47phox inh	S1P4 antagonist	S1P4 agonist	NPY2 pot ag	NPY Y1 blocker	BaF3 parental
COc1ccc(/C=C/C(=O)c2ccc(OC)cc2OC)cc1	-7	-8	-4	1	1	-0.6	-21	6	0
O=S1(=O)C=CC(N2CCOCC2)C1 (stereo not given)	4	4	-4	-6	-2	-1.9	2	2	2
O=C1C(Cc2ccccc2O)NC(=S)N1c1ccccc1 (stereo not given)	-18	-9	2	-10	1	0.5	-1	.	-2
COc1ccc(C2(CNC(=O)c3ccc(C)cc3)CCOCC2)cc1	-5	25	-1	4	-2	0.4	5	0	6
COC(=O)c1c(N)n(CCCN2CCOCC2)c2nc3ccccc3nc12	-16	5	-2	-3	-9	-1.1	6	-3	2

Later entries.
SMILES	CHOP inh	NPY1 pot ag	Ba/F3 V617F tox	p47phox inh	S1P4 antagonist	S1P4 agonist	NPY2 pot ag	NPY Y1 blocker	BaF3 parental
Cc1nc(C(=O)NNC(=O)c2ccc(Cl)cc2)cs1	-2	5	-5	-2	5	-1.5	14	.	-6
CCOC(=O)c1cc2c(ccn2C)n1CC(=O)N1CCCC(C)C1 (stereo not given)	9	23	-2	-10	5	-0.6	13	0	-2
CCOc1ccc(NC(=O)N2CCC(n3nnc4cc(C)ccc43)CC2)cc1	36	7	1	-13	-10	-0.1	1	-6	1
COc1ccc(NC(=O)CN2C(=O)CSC(C)C2=O)c(OC)c1 (stereo not given)	1	8	-2	-12	-12	1.2	4	-3	30*
CCN1CCN(C(=S)c2ccc(OCC(=O)N3CCOCC3)cc2)CC1	23	-1	-1	-15	2	2.0	13	5	2
CCOC(=O)c1cncc(C#CCO)c1	1	3	-4	-7	-8	0.2	13	.	3
COc1cccc(-c2cc(C(=O)N3CCCc4ccccc43)no2)c1	73*	-25	-4	-19	10	0.2	0	17	5
Cc1cc(NC(=O)CSc2ccc3c(c2)OCCO3)no1	18	-10	0	3	4	0.5	-9	8	3
Cc1ccc(N(C(=O)C2CCC(=O)N2)C2(C(=O)NC3CCCC3)CCCCC2)cc1 (stereo not given)	-4	-11	-1	-2	-2	2.4	5	2	2
O=C(Cc1ccccc1)Nc1scc(-c2ccccc2)c1C(=O)N1CCOCC1	2	15	4	13	17	0.1	-17	-1	9
COC(=O)c1cc(S(=O)(=O)NCc2ccc(S(N)(=O)=O)cc2)oc1C	13	13	-1	-10	1	0.7	-6	.	3
Nc1nc2nc(-c3ccc(Cl)cc3)cc(C(F)(F)F)n2n1	50	-6	-3	-13	-6	1.2	11	7	-1
CC1=C(C(=O)OC(C)C)C(c2cccs2)C(C(=O)OC(C)C)=C(C)N1	44	-10	0	-16	-9	-1.4	1	1	5
C(=N\NC1=Nc2cccc3cccc1c23)/c1ccccn1	66	-1	7	-38	-4	1.1	-3	2	4
CC(C)OC1(c2ccccc2)OC(=O)c2ccccc21 (stereo not given)	5	21	1	5	0	0.3	1	.	1
Cc1cccc(OCc2nnc(SCC(=O)N3c4ccccc4Sc4ccc(Cl)cc43)o2)c1	-4	8	-3	-10	-11	1.8	6	7	5
Cc1cc(-c2nnc(CCC(=O)N(C)Cc3cccc4ccccc34)o2)no1	-6	-14	4	-13	-13	0.7	-8	0	2
CCOC(=O)C(=O)Nc1ccccc1C(=O)OCC	12	-4	0	11	-5	0.2	10	2	2
O=C(/C=C/c1ccc(Cl)cc1)Nc1nccs1	63	-11	4	-1	-10	0.2	-5	4	5
CC(=O)Nc1ccccc1OCc1nnc(-c2cccs2)o1	2	20	-3	-9	-24	0.9	5	0	1
O=C(c1ccco1)N1CCN(S(=O)(=O)c2ccccc2[N+](=O)[O-])CC1	26	3	2	-13	-9	1.0	2	1	10
NS(=O)(=O)c1cc(C2(O)NC(=O)c3ccccc32)ccc1Cl (stereo not given)	13	29	-2	-4	-13	-2.3	9	-1	1
CC1CC1c1ccc(/C=C(\C#N)C(=O)Nc2ccc(Cl)cc2)o1 (stereo not given)	40	3	0	-19	-5	-0.3	-5	4	7
CCC(CC)C(=O)Nc1cccc(C(=O)Nc2ccc(OC)cc2[N+](=O)[O-])c1	4	9	-5	-8	-19	0.7	-3	-7	1
COc1ccc(Cl)cc1N(CC(=O)N(C)C)S(=O)(=O)c1ccc(C)c([N+](=O)[O-])c1	-5	-2	-1	-13	-8	-1.2	14	-2	4
COc1ccc(NC(C)=O)cc1S(=O)(=O)N1CCc2ccccc21	34	3	0	2	15	-1.2	2	1	2
Cc1ccc(C(=O)OCCc2sc[n+](Cc3ccccc3)c2C)cc1	4	-8	-3	3	-24	2.2	1	5	5
COc1ccc(NC(=O)CCCn2c(=O)[nH]c3ccccc3c2=O)cc1	7	-6	4	-13	21	-2.1	-7	-2	8
COc1ccc(-n2c(-c3cnccn3)n[nH]c2=S)cc1	1	10	-2	-2	-5	-1.2	7	-5	0
CC1(C)CCc2nc(SCc3ccccc3)c(C#N)cc2C1	7	-14	1	-46	-26	3.3	-20	9	-1
Cc1ccccc1Nc1nc(Cl)c(C=O)s1	-10	7	-3	-25	-3	-1.4	9	1	5
Cn1nnnc1SCCOc1ccc(C#N)cc1	10	0	-2	-3	13	-0.7	3	-7	2
COc1ccccc1C1(CC(=O)N2CCOCC2)CCOC(C(C)C)C1 (stereo not given)	2	4	-2	-17	-2	2.3	1	1	3
CC1CCCCC1n1c(-c2cccnc2)n[nH]c1=S (stereo not given)	9	9	2	6	11	2.2	2	0	7
COc1ccc(OC)c(NC(=O)C2C3CCC(O3)C2C(=O)O)c1 (stereo not given)	5	5	0	53*	0	-0.3	4	5	4
COc1ccc(Br)cc1CNc1ccc(S(N)(=O)=O)cc1	7	-23	-3	0	-9	-2.8	6	1	4
O=C(CSc1c[nH]c2ccccc12)NCc1ccc2c(c1)OCO2	6	-9	7	-6	-3	1.0	-5	-2	8
CCOc1ccccc1C1C(C(N)=O)=C(C)Nc2nc(-c3ccc(OC)cc3)nn21 (stereo not given)	36	2	-3	-14	-15	-2.2	-2	0	0
O=C(COC(=O)C1CC(=O)N(c2ccccc2)C1)c1ccccc1 (stereo not given)	28	19	-2	-7	-9	-2.0	-9	-4	2
CCCn1c(SCC(=O)N2CCN(c3ccc(OC)cc3)CC2)nc2c1c(=O)n(C)c(=O)n2C	4	-15	4	-2	8	1.7	-2	1	6
COc1ccccc1OCC(=O)Nc1ccc(-c2nnc(-c3ccco3)o2)cc1	-17	15	-1	-6	-5	2.4	-6	-1	4
O=S1(=O)CC/C(=N/Nc2ccc(C(F)(F)F)cn2)c2cc(F)ccc21	95*	16	2	0	-11	-1.1	-4	-1	7
Cc1nc2ccccn2c1-c1ccnc(SCc2ccc(Cl)cc2)n1	51	-52	-6	-6	-4	0.3	49*	.	-1
CCC(C(=O)Nc1cc(Cl)ccc1OC)c1ccccc1 (stereo not given)	40	-48	-3	12	0	-0.3	-2	-1	-1
Cc1cccc(N(CC(=O)N2CCN(c3ccc(F)cc3)CC2)S(C)(=O)=O)c1C	29	4	1	6	-3	0.7	-2	6	7
CCN1CCCC1CNC(=O)CS(=O)(=O)Cc1nc(-c2ccccc2C)oc1C (stereo not given)	8	-12	-3	-19	-7	1.5	2	4	1
Cn1c(CN2CCCC2)nc2cc(NC(=O)c3ccc(Cl)cc3)ccc21	-11	-20	2	-3	-7	0.8	-22	-3	11
Cn1c(-c2ccccc2)cnc1SCC(=O)N1CCCc2ccccc21	19	-2	-2	-5	-12	-0.6	10	8	4
CCSc1cc(N2CCCC2)nc(-c2ccccc2Cl)n1	39	-4	4	4	-17	-0.1	13	5	5
C1COCCNCCOCCOCCOCCN1	-25	1	-2	-13	-3	-0.6	-11	2	3
C=CCN1C(=O)c2cccc3c(N4CCCCC4)ccc(c23)C1=O	20	2	-2	-34	6	-0.4	-10	5	0
O=C(CCS(=O)(=O)c1ccc(Br)cc1)Nc1ccc(Cl)cc1F	41	-46	-1	-14	2	1.1	10	1	8
CCOC(=O)c1ccc(N2C(=O)C(C)=C(C)C2=O)cc1	23	-1	-1	-15	5	-1.4	-5	7	2
COc1ccc(N2CCN(C(CNS(=O)(=O)c3cccs3)c3cccnc3)CC2)cc1 (stereo not given)	-8	3	1	-8	-4	-1.1	-5	-2	7
O=C(NC1CCCCC1)n1c(=O)oc2cc(S(=O)(=O)N3CCCCC3)ccc21	3	5	-3	-3	-22	0.3	17	-5	6
Cn1c(=O)c2c(ncn2CCCNC2=CC(C)(C)CC(=O)C2)n(C)c1=O	7	-13	2	-4	-6	0.3	-5	-2	3
CN(C)CCC(=O)NCC1OCCc2ccccc21 (stereo not given)	-14	5	-3	-11	8	-1.1	6	6	1

Compounds were not picked by outcome; about 7.1% have a hit in one of these screens.
